ABCB6 inh MLPCN: ABCB6 transporter inhibitors, primary screen, K562-ABCB6 cells, flow cytometry, MLPCN library; fluorescence ratio to DMSO, % at 10 µM; K562-ABCB6 porphyrin accumulation, 1 h; stronger effect = lower value; AID 602162, 2011; 360,000 compounds, 0.19% hits;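 active means fluorescence ratio to DMSO below 75%, the collection mean minus 3 SD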;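 further: signal is porphyrin accumulated inside mitochondria; 100% equals median channel fluorescence of DMSO control wells; lower ratio means ABCB6 inhibition with less porphyrin fluorescence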
Target sequence (Q9NP58 whole entry, looked up): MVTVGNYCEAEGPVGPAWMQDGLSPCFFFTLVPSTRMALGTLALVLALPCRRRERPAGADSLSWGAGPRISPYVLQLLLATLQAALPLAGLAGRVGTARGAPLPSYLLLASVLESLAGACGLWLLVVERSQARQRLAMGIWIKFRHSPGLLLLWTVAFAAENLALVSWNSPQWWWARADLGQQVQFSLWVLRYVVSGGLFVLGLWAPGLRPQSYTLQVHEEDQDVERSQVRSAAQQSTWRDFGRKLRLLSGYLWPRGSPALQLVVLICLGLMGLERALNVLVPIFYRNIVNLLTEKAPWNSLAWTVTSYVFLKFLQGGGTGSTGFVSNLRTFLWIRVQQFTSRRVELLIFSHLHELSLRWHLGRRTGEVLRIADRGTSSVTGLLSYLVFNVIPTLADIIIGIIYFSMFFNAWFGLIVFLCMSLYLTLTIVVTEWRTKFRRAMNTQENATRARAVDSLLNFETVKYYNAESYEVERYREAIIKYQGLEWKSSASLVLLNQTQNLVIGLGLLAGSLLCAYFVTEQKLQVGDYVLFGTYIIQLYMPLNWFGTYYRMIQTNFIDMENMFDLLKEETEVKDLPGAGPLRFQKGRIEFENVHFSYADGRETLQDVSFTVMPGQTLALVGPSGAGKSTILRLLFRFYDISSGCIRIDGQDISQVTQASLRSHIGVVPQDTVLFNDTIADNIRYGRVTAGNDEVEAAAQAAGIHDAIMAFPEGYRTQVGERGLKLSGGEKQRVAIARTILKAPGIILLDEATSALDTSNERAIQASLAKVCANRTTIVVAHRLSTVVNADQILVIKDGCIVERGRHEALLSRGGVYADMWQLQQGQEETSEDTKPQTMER
CaV13 FRET inh: Disruptors of the CACNA1D IQ motif to Ca2+-dependent inactivation inhibitor domain association, primary screening, Förster resonance energy transfer in intact living …. 340,000 compounds, 0.098% hits. HEK cells, CFP/YFP FRET ICDI-IQ, plate reader, 10 min; percent FRET-ratio fall versus neutral wells. inhibition, % at 12.3 µM;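 active means mean replicate inhibition of at least 30% and at least 1% of replicates passing that level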;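 further: 0% = median of the neutral control wells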
PDI inh: inhibitors of human PDI, primary screen, biochemical, turbidity, single point, plate reader; Protein disulfide-isomerase (Homo sapiens), P07237; AID 588391, 2011; 350,000 compounds, 0.052% hits; inhibition, % at 10 µM; PDI insulin aggregation turbidity, A650, 90 min;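 active means mean inhibition across replicates of 30% or more, whatever share of single replicates reach that level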;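 further: absorbance from insulin aggregation driven by PDI reduction with DTT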
MC4R ag barr: MC4R agonists recruiting beta-arrestin, primary screen, cell-based, luminescence, agonist arm of biased-ligand search; Melanocortin receptor 4 (Homo sapiens), P32245; U2OS MC4R beta-arrestin complementation; percent of melanotan II response, DMSO zero; activation, % at 8.9 µM; 360,000 compounds, 0.98% hits; AID 540308, 2011;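 active means activation above a per-plate cutoff, the mean activation of sample wells on that plate plus 3 SD, cut at about 8% in these data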
Exocytosis inh: LAMP-1 surface exposure blockers, TALL-104 cells – cell-based, flow cytometry, MLPCN library, primary screen | TALL-104 LAMP-1 surface exposure; cells stimulated with thapsigargin and PMA | 360,000 compounds, 0.66% hits | inhibition, % at 10 µM | AID 651702, 2012;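 active means inhibition above about 55%, limit read from the data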
Cardio protect: cardioprotection against H2O2-induced cell death, primary screen, uHTS, H9c2 cells, ATPLite luminescence; H9c2 cardiomyocytes, H2O2 injury protection, 2 h; protection from H2O2 cell death, % at 20 µM; 360,000 compounds, 0.63% hits; AID 588492, 2011;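 active means compounds giving at least 50% protection of heart cells from peroxide-induced death in the single-dose screen, raw or plate-pattern-corrected value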;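 further: 0% = DMSO wells with peroxide and 100% = DMSO wells without peroxide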
MC4R antag cAMP: MC4R antagonists of cAMP signaling, primary screen, cell-based, TR-FRET, antagonist arm of biased-ligand search | Melanocortin receptor 4 (Homo sapiens), P32245 | MC4R-expressing cells, MTII-stimulated cAMP, LANCE TR-FRET | inhibition, % at 6.5 µM | 360,000 compounds, 0.48% hits;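 active means inhibition above its plate's cutoff, the mean of tested wells on that plate plus 3 SD, cut at about 29% in these data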;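 further: 0% = Melanotan II alone and 100% = Melanotan II plus saturating MCL0020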
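system = U2OS cells with stable human MC4R expression | also added = Melanotan II challenge after compound preincubation | dosing = one concentration, 6.5 µM nominal | incubation = compound 30 min, challenge 1 h, detection 1 h | measured by = TR-FRET with Eu-cAMP and labeled anti-cAMP, 671 nm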
HTR2A ag: mouse Htr2a agonists via beta-arrestin recruitment, primary screen, cell-based, luminescence; 5-hydroxytryptamine receptor 2A (Mus musculus), P35363; CHO-K1 mHTR2A beta-arrestin complementation; percent of 30 µM serotonin response; activation, % at 7.6 µM; 360,000 compounds, 0.66% hits;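 active means activation above a run cutoff, the mean activation of all tested compounds plus 3 SD, cut at about 14% in these data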;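 further: 0% = plate median of compound wells and 100% = 30 µM serotonin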
ABHD5 PLIN5 PPI: ABHD5-PLIN5 interaction inhibitors, primary screen, cell lysate, split luciferase complementation, luminescence; Split G. princeps luciferase complementation, 4 h; inhibition, % at 4 µM; AID 602281, 2012; 360,000 compounds, 0.78% hits;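 active means inhibition above the mean inhibition across every tested compound plus 3 SD, cut at about 22% in these data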;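 further: 0% = DMSO only wells and the 100% control is not disclosed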
N-glyco inh: increase of ERlucT glycosylation luciferase signal, primary screen, N-linked glycosylation inhibitor project, D54 ERlucT cells, luminescence, set 2 | D54 ERlucT glycosylation luciferase reporter, 24 h; percent of 100 nM tunicamycin response | 360,000 compounds, 0.23% hits | reporter increase, % at 12.5 µM;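 active means mean luciferase reporter signal, scaled so untreated is 0 and the glycosylation-blocking control 100, at or above a set limit in every replicate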;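 further: luciferase carries N-glycosylation sites so blocking glycosylation raises the light; 0% = median of neutral control wells and 100% = median of 100 nM tunicamycin wells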
* hit, by the source's call; . = no result given.

SMILES	ABCB6 inh MLPCN	CaV13 FRET inh	PDI inh	MC4R ag barr	Exocytosis inh	Cardio protect	MC4R antag cAMP	HTR2A ag	ABHD5 PLIN5 PPI	N-glyco inh
CC(Sc1nnc(-c2ccccc2)c(-c2ccccc2)n1)C(=O)NCC1CCCO1 (configuration not stated)	97	-6	-13	-0.7	1	1	-4	-1	-1	0
C=CCn1c(O)c(N=NC(=O)CNC(=O)/C=C/c2ccco2)c2ccccc21	100	-9	5	-1.0	-2	2	1	-5	7	0
COc1ccc(S(=O)(=O)NNC(=O)c2csc(-n3nc(C)cc3C(F)(F)F)n2)cc1OC	95	-5	2	-0.6	2	-5	8	2	-2	1
COc1ccc2cc(OCC(=O)NNC(=O)Nc3ccc(F)cc3)ccc2c1	100	.	1	2.8	-8	-2	8	2	8	1
O=C1C=CC2(C=C1)O[C@H](Cc1ccccc1)[C@@H](Cc1ccccc1)O2	99	-7	44*	-2.4	98*	-20	27	-1	98*	-18
Cc1noc(C(=O)Nc2ccc(F)c(Cl)c2)c1Cl	95	-21	2	1.1	13	-7	7	0	11	2
CCOC(=O)C1(CC2CCCCO2)CCN(Cc2nc3ccccc3nc2C)CC1 (configuration not stated)	98	-5	1	-1.5	0	-3	-12	4	0	-2
CC1(C)CC2CC(C)(CN2S(=O)(=O)c2ccc(C(=O)Nc3cccc(S(=O)(=O)N4CCOCC4)c3)cc2)C1 (configuration not stated)	94	-5	-9	1.3	-3	-6	14	0	-4	-12
CCC(C)(O)c1[nH]c2ccc(C(=O)OC)cc2c1C (configuration not stated)	109	-7	0	0.4	33	-5	9	3	-2	4
CC(C)c1nc2cc(C(=O)N3CCNC(=O)C3c3ccc(F)cc3)ccc2o1 (configuration not stated)	94	-3	0	-1.4	-4	-3	4	2	-1	2
CCOC(=O)Cn1c(=O)oc2cc(S(=O)(=O)N(C)c3ccc(OC)cc3)ccc21	99	-6	-3	-0.8	59*	-6	18	4	1	1
O=C1OCCN1C(=O)[C@H]1[C@H](c2ccc(F)cc2)C(c2cccc(Cl)c2)=NN1c1ccc(Br)cc1	101	-8	3	-2.3	0	16	17	-3	1	3
CN(CC(=O)Nc1cccc(F)c1)C(=O)CNS(=O)(=O)c1ccc(N(C)C)c([N+](=O)[O-])c1	102	-15	-4	-4.5	-1	-6	-3	4	-2	-2
CCCCCCNC(=O)Nc1ccccc1	92	-7	8	0.1	-2	-7	-1	-2	13	3
CC(C)(C)c1ccc(OCC(O)CN2CCN(C(=O)c3ccccc3)CC2)cc1 (configuration not stated)	96	-5	3	-1.2	-5	-6	1	-8	0	0
CCN(CC)S(=O)(=O)c1ccc(N2CCOCC2)c(NC(=O)C2CC2)c1	91	-5	4	-1.3	4	0	-5	-1	14	2
c1ccc2c(c1)CCCN2Cc1nnnn1CC1CCCO1 (configuration not stated)	113	-6	-1	0.4	-2	1	5	1	-6	0
Cc1nc(Nc2ccc(O)cc2)c2c3c(sc2n1)CCCC3	99	3	-9	4.9	2	13	4	-4	3	0
COCCOc1ccc(C(F)(F)F)cc1NC(=O)COC(=O)C12CC3CC(CC(O)(C3)C1)C2	98	-5	5	-2.3	1	0	9	4	3	5
CN(C)S(=O)(=O)c1cccc(NC(=O)c2cc(=O)[nH]c3ccccc23)c1	101	-5	-3	-0.5	-3	1	-6	-3	0	1
COC(=O)c1ccc(NC(=O)C(=O)c2cccn2C)cc1	99	3	-1	-1.6	-4	-18	19	0	5	-14
COc1ccc(N2CCN(CCCn3c(=S)[nH]c4ncccc4c3=O)CC2)cc1	92	-3	-7	-1.7	11	-4	4	-7	-6	-10
Cc1cccc(S(=O)(=O)Nc2ccc(-c3ccc4nncn4n3)cc2)c1	102	-6	-1	-3.3	-1	-2	10	5	-7	0
CC(C)(C)c1cc(CN(CCO)CCO)c(O)c(C(C)(C)C)c1	88	5	0	1.6	-2	1	5	3	-3	2
COC(=O)CCc1c(C)nn(-c2ccccc2)c1C	113	.	-6	-2.7	3	-6	-3	4	4	1
CCCC(NC(=O)C(C)N1CCN(S(=O)(=O)c2ccccc2)CC1)c1ccccc1 (configuration not stated)	100	-6	9	-2.6	3	-7	-5	0	2	-2
CCCN(CCC)CC(=O)NCC1(c2ccccc2)CCOCC1	94	-4	9	2.9	0	2	-2	17*	5	-1
COc1ccc(OC)c(-n2nnnc2SCC(=O)Nc2ccc3c(c2)OCCO3)c1	97	-7	-3	-0.8	2	2	-7	-1	0	-3
Cc1ccc(C(C(=O)NC(C)(C)C)N(CC2CCCO2)C(=O)c2csnn2)cc1 (configuration not stated)	97	-3	11	-0.9	0	5	5	9	1	1
COc1cccc(-n2c(SCC(=O)NCC3CCCO3)nc3c([nH]c4ccccc43)c2=O)c1 (configuration not stated)	94	-4	3	-2.5	-4	2	17	-1	-7	1
O=C(NCc1ccccc1)c1ncn(Cc2ccccc2)c1C(=O)NCc1ccccc1	98	-10	0	-1.2	0	-4	6	3	-2	-3
NC(=O)CCn1c2ccccc2c2ccccc21	87	5	3	-0.3	0	0	7	-7	-4	0
O=C(COC(=O)Cn1nnc(-c2ccccc2)n1)Nc1ccccc1Br	93	-6	-3	-2.3	-1	0	9	-3	8	1
CCN(CC)C(NC(=O)c1ccccc1)C(=O)c1ccccc1 (configuration not stated)	192	-2	-1	-0.9	-24	-10	-4	1	1	-1
CCn1c(SCC(=O)NNC(=O)c2ccc(OC)cc2)nnc1C(C)C	98	-7	-11	2.1	-6	1	11	-6	-14	2
CCCSc1nc(C)c(CC(=O)O)c(=O)[nH]1	99	.	9	-1.0	2	19	9	6	2	-1
CCCc1nnc(NC(=O)CCC(=O)N2CCCCCC2)s1	90	-4	-8	-2.1	-2	10	-4	-4	3	1
CCOC(=O)C1=NNC2(c3ccccc3)C(=O)N(c3cccc(Br)c3)C(=O)C12 (configuration not stated)	104	-5	4	4.6	-6	0	3	-4	-11	2
CCCCCN(C(=O)CCC(=O)OC(C)C(=O)c1ccccc1)c1c(N)n(CCCC)c(=O)[nH]c1=O (configuration not stated)	98	-7	3	0.5	-2	-7	6	-1	2	0
O=C(COc1ccccc1)N=C1SC2CS(=O)(=O)CC2N1c1ccc(F)cc1F (configuration not stated)	106	-1	-2	0.1	-4	-1	5	-6	-10	1
Cn1c(CSc2nc3ccccc3s2)nnc1SCC(=O)NCc1cccnc1	95	-4	13	-0.1	-2	-2	-1	2	-2	2
COc1cc(NC(=O)Cc2cccs2)c(C(=O)O)cc1OC	90	1	-1	-1.1	2	-2	4	-1	1	-1
COc1ccc(/C=N/N=C2/NC(=O)C(CC(=O)NC(C)C)S2)cc1 (configuration not stated)	95	-3	-4	-0.4	-3	-2	5	5	5	3
Cc1ccsc1C1NC(=O)c2ccccc2N1 (configuration not stated)	102	.	-17	-1.3	-2	0	-2	6	5	0
COc1cccc(NC(=O)CN(C)C(=O)COc2ccc3ccccc3c2)c1	103	-5	5	-2.7	-3	-1	8	0	7	0
CN(C)CCN1C(=O)c2cccc3cc([N+](=O)[O-])cc(c23)C1=O	107	-19	-6	-0.8	-6	2	-2	9	2	43*
O=C(/C=C/c1ccc(O)c(O)c1)c1ccc(S(=O)(=O)N2CCCCCC2)cc1	100	-18	-7	-3.5	-3	74*	4	-1	32*	5
C/C(=C/C(=O)N1CCc2ccccc21)C(=O)O	100	-15	-8	-1.2	-2	-3	5	6	-2	1
COCCN(CCOC)Cc1c(C)[nH]c2ccccc2c1=O	101	-4	1	-0.3	-2	-4	4	4	0	0
COc1cc(NC(=O)c2cccs2)c(OC)cc1NC(=O)Nc1ccc(F)cc1	104	-2	-1	0.7	4	33	-3	2	-3	-1
O=S(=O)(Cc1ccccc1)N1CCC(c2nc(-c3cccs3)no2)CC1	102	-6	2	-0.5	0	2	12	0	5	-1
O=c1c2ccccc2cnn1Cc1n[nH]c(=S)n1-c1ccc(Cl)cc1	101	-5	0	-1.6	-4	3	4	-2	-6	1

Screens deposited in PubChem by several laboratories.
